DENV2 CPE – DENV2-induced cell death inhibition. DENV2-infected cells, cytopathic effect rescue, plate reader. CPE inhibition, % at 9.99 µM. AID 651640. 350,000 compounds, 1.7% hits; in the data active = CPE inhibition above about 20%, passing the limit was not always enough; inconclusive = no clear call, values can overlap the other calls; tested in BHK-21 cells;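 note: 0% = median of neutral control wells and 100% = median of positive control wells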
XiGFP reactiv – X-chromosome reactivation activator | 360,000 compounds, 0.055% hits | activation, % at 7.58 µM | AID 743238 | XiGFP mouse fibroblasts, % GFP-positive cells imaging, 3 d; cells co-treated with 5-aza-dC sensitizer; scaled so ellipticine positive control = 100%;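 active = mean normalized replicate activation at least 10% and every replicate at or above 10%; inconclusive = only one of the two criteria met; inactive = mean below 10% and not all replicates reach 10%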;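 note: 0% = median of on-plate neutral control wells and 100% = ellipticine 6 µM median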
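System: XiGFP fibroblasts, SV40-immortalized. Medium: DMEM plus 5-aza-dC sensitizer. Doses: single point. Timing: 3 d treatment, 15 min room-temperature fixation. Control set: ellipticine 6 µM.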
RAD52 anneal inh – blocks human RAD52 DNA annealing; AID 651710; 360,000 compounds, 0.46% hits; P43351; inhibition, % at 18.7 µM; recombinant RAD52 DNA annealing, FRET fluorescence;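 active = every replicate showing at least 50% inhibition; inconclusive = mean inhibition at least 50% but not in every replicate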
RAD54 inh – RAD54 (human) branch migration inhibition; Q92698; RAD54 Holliday junction branch migration, FAM/BHQ fluorescence; inhibition, % at 10.4 µM; 360,000 compounds, 0.14% hits; AID 602329;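 active = mean normalized replicate activity at least 40 and at least half of replicates scoring 40 or more; inconclusive = only one of the two criteria met; inactive = mean below 40 and under half of replicates reaching 40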;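 note: 0% = median of neutral control wells and 100% = median of positive control wells; inhibitors cause a drop in the FAM fluorescence signal; in these data hits start at about 50%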
Target sequence (Q92698 whole entry, looked up): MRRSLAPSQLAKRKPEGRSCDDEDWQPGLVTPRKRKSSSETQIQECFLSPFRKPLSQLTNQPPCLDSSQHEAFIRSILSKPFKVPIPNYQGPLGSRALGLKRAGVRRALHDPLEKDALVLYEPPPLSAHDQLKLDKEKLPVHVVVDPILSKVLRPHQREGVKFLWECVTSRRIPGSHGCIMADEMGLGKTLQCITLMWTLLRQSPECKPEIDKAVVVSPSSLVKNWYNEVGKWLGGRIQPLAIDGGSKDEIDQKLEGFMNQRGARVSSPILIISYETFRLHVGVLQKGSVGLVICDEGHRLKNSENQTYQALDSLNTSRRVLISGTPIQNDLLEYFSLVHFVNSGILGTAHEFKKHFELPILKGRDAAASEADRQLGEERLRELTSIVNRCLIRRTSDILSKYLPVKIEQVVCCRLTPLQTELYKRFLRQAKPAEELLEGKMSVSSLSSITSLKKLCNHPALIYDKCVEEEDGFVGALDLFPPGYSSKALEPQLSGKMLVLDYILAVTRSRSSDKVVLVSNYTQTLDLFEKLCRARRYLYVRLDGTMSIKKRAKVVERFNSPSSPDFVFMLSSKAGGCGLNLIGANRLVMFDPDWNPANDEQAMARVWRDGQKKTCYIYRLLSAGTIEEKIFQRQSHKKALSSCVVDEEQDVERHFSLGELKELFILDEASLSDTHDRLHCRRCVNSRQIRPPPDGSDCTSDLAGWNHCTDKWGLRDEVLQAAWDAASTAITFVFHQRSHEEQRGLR
INS-1E GSIS act – GLuc luminescence reporter in INS-1E cells, primary screen for activators of glucose-dependent secretion of insulin. INS-1E GLuc reporter insulin secretion, 2-3 h. activation, % at 16.6 µM. 370,000 compounds, 0.61% hits. AID 743287;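 active = lowest replicate activation of at least 40%, so every replicate reaches that level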;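 note: 0% = median of neutral control wells and 100% = median of IBMX positive control wells; some compounds called inactive have numbers as strong as hits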
E-sel inducer – induces E-selectin expression in human endothelial cells | P16581 | HUVEC E-selectin immunofluorescence imaging; normalized: neutral wells 0, TNF-alpha wells 100 | activation, % at 7.58 µM | 260,000 compounds, 0.37% hits | AID 686992;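 active = mean E-selectin-positive cell signal at least 10% of the positive control, reached in at least 60% of replicates, without over 20% cell loss; inconclusive = no rule given, readout overlaps actives, possibly toxicity-flagged; inactive = the rest, including those meeting only one limit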;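 note: in these data hits start at about 27%; measured in HUVEC primary endothelial cells; signal is the percent of cells scored E-selectin positive by PE staining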
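Material: HUVEC primary endothelial cells; Amount: 3,000 cells per well; Dosing: single concentration; Medium: EGM-2 growth medium on 0.1% gelatin-coated wells; Read-out basis: percent E-selectin-positive cells; Signal: immunofluorescence imaging; Control set: TNF-alpha, DMSO.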
CASP6 VEID inh – blocks human caspase-6 cleavage activity | P55212 | purified caspase-6, Z-VEID-R110 cleavage fluorescence | inhibition, % at 12.5 µM | 350,000 compounds, 0.53% hits;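 active = mean inhibition across replicates at least about 35%, with every replicate also reaching that limit, limit read from the data; inconclusive = only one of the two criteria met; inactive = neither criterion met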;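 note: 0% = median of neutral control wells and 100% = no fluorescence left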
Target sequence (P55212 24-179 limits assumed): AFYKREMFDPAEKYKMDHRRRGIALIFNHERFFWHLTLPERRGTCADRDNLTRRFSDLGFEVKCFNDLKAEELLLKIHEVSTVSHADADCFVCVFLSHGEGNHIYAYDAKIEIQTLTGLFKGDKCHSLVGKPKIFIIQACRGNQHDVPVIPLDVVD
Target sequence (P55212 194-293 limits assumed): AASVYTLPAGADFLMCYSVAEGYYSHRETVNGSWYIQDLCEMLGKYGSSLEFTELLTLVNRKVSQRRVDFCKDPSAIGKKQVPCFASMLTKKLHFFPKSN
F508del corr – correctors of CFTR F508del function in bronchial epithelial cells; CFBE cells, YFP halide quenching; stimulated with forskolin plus potentiator P3; % fluorescence drop versus neutral controls; activity (quench increase), % at 7.58 µM; 350,000 compounds, 0.36% hits; AID 720511;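 active = mean added fluorescence quench of at least 8% versus neutral control, with both replicates also reaching 8%; inconclusive = only one of the mean or replicate conditions met; inactive = mean below 8% and not both replicates reaching 8%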;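 note: cells transiently co-express mutant CFTR-F508del with the halide-sensitive YFP; corrector assay measuring rescue of mutant channel to the surface after 24 h compound exposure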
* = called active by the depositor; ? = inconclusive; nt = not tested or not shown; & = joins results of further samples. These rows are one share of the data; count on the stated rates, not on these rows.

SMILES	DENV2 CPE	XiGFP reactiv	RAD52 anneal inh	RAD54 inh	INS-1E GSIS act	E-sel inducer	CASP6 VEID inh	F508del corr
Cc1cc(NC(=O)C(Cl)(Cl)Cl)no1	16	0.1	5	nt	13	0.0	4	0.0
CC(C)C(NC(=O)C(C(C)C)N(C)C)C(=O)N(C)C(C(=O)N1CCCC1C(=O)N1CCCC1C(=O)NCc1ccccc1)C(C)C (configuration not stated)	-1	1.1	-6	nt	-9	-0.3	1	2.7
COc1ccccc1N1C(=O)NC(=O)/C(=C\c2cnn(-c3ccccc3)c2)C1=O	nt	-0.1	-24	6	-7	4.1	14	-1.5
COC(=O)[C@@H]1[C@@H](CO)[C@@H]2Cn3c(ccc(-c4ccccc4)c3=O)[C@H]1N2CC1CCOCC1	-11	0.7	2	-11	3	0.4	1	-1.5
CC(C)CN(CC(C)C)C(=O)C1C2c3ccccc3C(c3ccccc32)C1C(=O)O (configuration not stated)	9	0.0	11	nt	-17	nt	15	-2.1
c1ccc2c(c1)[nH]c1cnccc12	2	0.3	0	12	nt	0.5	nt	-1.1
O=C(COC(=O)Cc1ccccc1)NNC(=O)c1ccc([N+](=O)[O-])cc1	4	0.4	-7	1	64	6.2	3	-2.5
Cc1cc(=O)oc2cc3c(cc12)CCCN3	-2	?	-3	-4	1	0.0	-1	-2.1
COC(=O)[C@@H]1[C@@H](CO)[C@@H]2Cn3c(ccc(-c4cccc(OC)c4)c3=O)[C@H]1N2C(=O)c1ccccc1F	1	-0.1	-4	-2	16	-0.3	-3	2.4
COc1ccc(CN2CCN(C(=O)Cc3ccccc3)CC2)cc1OC	18	0.0	1	-6	6	-1.9	2	-3.0
ClC(Cl)(Cl)c1ccccc1	4	nt	-5	-2	16	nt	-5	1.2
CC(C)(C)c1ccc(S(=O)(=O)N2CC3CC(C2)c2cccc(=O)n2C3)cc1 (configuration not stated)	0	nt	-7	3	3	nt	0	1.6
COC(=O)C1=C(c2ccc(OCc3ccccc3)cc2)C[C@@H]2CC[C@H]1N2C(=O)NCc1ccc(F)cc1	1	0.1	-5	3	-13	-1.4	-3	-1.5
N#Cc1cccc(-c2ccc([C@@H]3[C@@H](CO)N4CCCCN(C(=O)Cc5ccncc5)C[C@H]34)cc2)c1	-9	0.2	-39	-1	20	-0.4	0	2.0
Cc1ccc(OC(=O)N(C)C[C@H]2OCc3cnnn3CCCC(=O)N([C@@H](C)CO)C[C@@H]2C)cc1	8&3	0.4&-0.1	-14&11	4	17&-2	4.4&0.1	-1&-4	2.1&0.7
COC(=O)C1=C(c2ccc(C(C)=O)cc2)C[C@@H]2CC[C@H]1N2C(=O)NCCO	-5	-0.6	-16	1	-2	0.2	-1	2.4
CCCN1[C@@H]2Cn3c(ccc(-c4cccc(C(=O)N(C)C)c4)c3=O)[C@H]1[C@@H](C(=O)OC)[C@@H]2CO	2	0.2	-2	1	8	-0.4	-1	nt
COc1ccc(NC(c2ccccc2)P(=O)(Oc2ccccc2)Oc2ccccc2)cc1 (configuration not stated)	-2	0.1	-8	nt	-1	0.1	nt	1.6
CNC(C(=O)c1ccccc1)C(OC)c1cccc([N+](=O)[O-])c1 (configuration not stated)	17	1.7	-11	nt	1	0.2	-4	0.4
Cc1c(C=C2C(=O)N(C)C(=O)N(C)C2=O)c(=O)n(-c2ccccc2)n1C	-4	1.5	-62	nt	nt	nt	3	nt
C/C(=N\N1CCCCCC1)c1c(O)n(-c2ccc(Cl)cc2)c(=O)[nH]c1=O	4	0.1	-5	-9	nt	nt	-4	0.2
O=c1[nH]c(CN2CC=C(c3ccccc3)CC2)nc2scc(-c3ccccc3)c12	0	-0.2	-57	nt	7	nt	-1	-0.3
O=C1CC(c2cccnc2)=NN1c1ccc(Cl)cc1Cl	1	0.4	2	nt	6	nt	7	3.1
O=c1c2ccccc2nc(Cc2ccccc2)n1-c1ccccc1O	1	0.0	2	-7	-3	0.0	2	-2.3
C/C=C/c1ccc(C2[C@H]3CNC[C@@H]2N3CC2CCCCC2)cc1 (some centres not stated)	0	0.0	5	nt	5	-0.5	nt	0.2
Next records follow:
SMILES	DENV2 CPE	XiGFP reactiv	RAD52 anneal inh	RAD54 inh	INS-1E GSIS act	E-sel inducer	CASP6 VEID inh	F508del corr
COc1ccc(-c2ccc([C@H]3[C@@H](CO)N4CCCCN(C(=O)Cc5ccccc5)C[C@H]34)cc2)cc1	8	0.1	-10	8	-2	0.1	-2	0.2
O=c1[nH]c(=S)[nH]c(O)c1C(c1ccccn1)c1c(O)[nH]c(=S)[nH]c1=O	-1	0.0	0	nt	8	nt	6	-2.3
CCCNC(=O)N1[C@@H]2Cn3c(ccc(-c4ccccc4OC)c3=O)[C@H]1[C@@H](C(=O)OC)[C@@H]2CO	nt	0.0	12	-2	16	0.1	3	2.1
Cc1ccc(-c2nc3ccccc3c(=O)n2-c2cccc(O)c2)cc1	4	0.0	-67	nt	0	164*	2	-0.5
C#CCN1CCN(c2cccc(C(F)(F)F)c2)CC1	-1	0.1	0	nt	0	3.2	0	-0.7
Cc1cccc(-n2c(O)c(C=NCCN3CCCCC3)c(=O)[nH]c2=O)c1	-1	0.0	-22	3	16	4.6	-12	-2.1
COc1ccc2c(c1)C13CCN4CC5=CCOC6CC(=O)N2C1C6C5CC43 (configuration not stated)	71*	nt	-1	7	nt	nt	3	2.7
CN=C1CN(O)C(c2ccccc2)c2cc(Cl)ccc2N1 (configuration not stated)	1	0.1	-6	-1	-9	0.1	-3	1.4
COC(=O)C1=C(c2ccc(-c3ccccc3)c(F)c2)C[C@@H]2CC[C@H]1N2C(=O)NCc1cccc2ccccc12	-8	0.0	-10	11	5	0.1	-3	1.5
CC1CN=C(NCc2ccc(F)cc2)S1 (configuration not stated)	3	0.1	-13	nt	5	0.7	-1	0.0
CCCCN=C[C@]12CCC(O)CC1(O)CCC1[C@@H]2CC[C@]2(C)[C@H](C3C=CC(=O)O3)CCC12O (some centres not stated)	0	0.3	1	-2	2	nt	-1	0.4
C=CCSc1nc2c(c(-c3ccsc3)c1C#N)CN(C)CC2	5	0.4	-32	-3	46*	-0.1	-5	1.3
CCOc1nc(NC(C)C)nc(N2CC3CC(C2)c2cccc(=O)n2C3)n1 (configuration not stated)	nt	0.3	-3	-5	-1	0.0	6	0.7
CCCC12CN3CCN(C1)CC(CCC)(C3)C2=O	3	-0.1	-8	-18	4	nt	-2	-1.9
COc1ccc(-n2c(O)c(C(C)=NCc3ccc4c(c3)OCO4)c(=O)[nH]c2=O)cc1	-2	0.0	-1	nt	nt	0.0	-2	-0.8
c1cc2c(cc1[C@H]1OC[C@H]3[C@@H]1CO[C@H]3c1ccc3c(c1)OCO3)OCO2	14	0.3	-53	11	-13	nt	1	2.6
O=[N+]([O-])NC1=NCCN1Cc1ccc(Cl)nc1	-3	0.6	-7	10	nt	-0.1	nt	-3.1
CN(c1ccc(OCC(=O)N2CCN(C/C=C/c3ccccc3)CC2)cc1)S(=O)(=O)c1cccs1	-3	1.3	-33	0	-11	nt	0	-7.8
O=[N+]([O-])c1[nH]cnc1Br	-3	0.0	3	-4	-2	-0.1	3	-1.1
O=C(Cc1ccccn1)N1CCCCN2[C@H](CO)[C@@H](c3ccc(-c4ccccc4F)cc3)[C@@H]2C1	-3	0.0	-44	3	0	0.0	-2	1.1
C=Cc1cc(OC)c2c(c1)c(=O)oc1c2cc(OC)c2c(O)ccc(C3OC(C)C(O)C(C)(O)C3O)c21 (configuration not stated)	-6	1.9	23	nt	nt	-0.2	53*	18*
CC/C(=N\NC(=O)c1ccccc1O)c1c(O)n(Cc2ccccc2)c(=O)[nH]c1=O	-4	0.9	-152	nt	nt	2.2	1	2.4
COc1cccc(O)c1CN1CCCC(C(=O)c2ccccc2SC)C1 (configuration not stated)	3	0.5	-11	nt	16	nt	0	-1.6
CCN(CCCl)c1cc(CN(C)C)cc(NC(=O)c2ccc(C(=O)Nc3cc(CN(C)C)cc(N(CC)CCCl)c3)cc2)c1	7	0.0	105*	nt	19	0.2	-101	-0.9
CCCOc1ccc(C(C)=O)cc1Cc1c(O)[nH]c(=S)[nH]c1=O	17	-0.1	-14	-5	-4	-0.2	2	-1.8
Further compounds.
SMILES	DENV2 CPE	XiGFP reactiv	RAD52 anneal inh	RAD54 inh	INS-1E GSIS act	E-sel inducer	CASP6 VEID inh	F508del corr
O=C(CCC(=O)N1C[C@H]2C[C@@H](C1)c1cccc(=O)n1C2)NCc1cccc(C(F)(F)F)c1	-1	nt	-2	-1	-4	nt	2	-0.4
COc1ccc(C(=O)O/N=C(/C(N)=O)P(=O)(OC(C)C)OC(C)C)cc1	-3	-0.1	-15	-18	-38	nt	-2	-0.3
Cc1cc(C(=O)CS(=O)(=O)c2ccc(F)cc2)cc(C)c1OC(=O)N(C)C	-5	0.0	-11	nt	11	nt	1	1.0
COc1cccc(C(=O)C2CCCN(Cc3cnn(C(C)C)c3)C2)c1 (configuration not stated)	-5	0.1	-12	nt	2	0.2	nt	0.9
O=C(O)C1CN2CCC1CC2 (configuration not stated)	nt	nt	0	-4	3	nt	0	nt
O=C1NC(=O)N(c2ccccc2)C(=O)/C1=C/c1ccc([N+](=O)[O-])s1	0	0.0	-78	nt	-17	nt	50*	1.5
O=C(CCN1CCCCC1)Nc1ccc(Br)cc1C(=O)c1ccccc1	-1	0.0	-20	5	-8	nt	-3	-0.5
O=CNc1ccc(OP(=O)(Oc2ccccc2)Oc2ccccc2)cc1	-4	0.2	-14	-11	2	nt	2	-0.5
COc1ccc(C(=O)Cn2c(NCCCl)nc3ccccc32)cc1	2	0.0	-14	-1	8	1.8	-3	-1.3
CCN1C(=O)C(=Cc2ccc(N3CCOCC3)o2)C(=O)N(CC)C1=S	-3	0.3	-20	nt	-24	nt	5	-3.5
CCOC(=O)c1cccc(C2=C(CNC(=O)c3ccncc3)[C@H]3CC[C@@H](C2)N3Cc2ccccc2)c1	-2	-0.1	-2	-4	0	0.1	1	-1.8
